PTHR1 agonist = activates the human parathyroid hormone receptor PTHR1; Potency, µM (highest dose often 115 µM), for inactives: top-dose activation, hits mostly activators; 410,000 tested, 0.075% active; HEK293 GP2 PTHR1 cells, GloSensor cAMP luminescence, 1 h; AID 743266; note: nearly all actives have a fitted effect of over 55% in size; some results filed as inactive show a strong effect at the top dose; inactives centre near -15; many of its hits are not listed in these tables
Target sequence (Q03431 whole entry, looked up): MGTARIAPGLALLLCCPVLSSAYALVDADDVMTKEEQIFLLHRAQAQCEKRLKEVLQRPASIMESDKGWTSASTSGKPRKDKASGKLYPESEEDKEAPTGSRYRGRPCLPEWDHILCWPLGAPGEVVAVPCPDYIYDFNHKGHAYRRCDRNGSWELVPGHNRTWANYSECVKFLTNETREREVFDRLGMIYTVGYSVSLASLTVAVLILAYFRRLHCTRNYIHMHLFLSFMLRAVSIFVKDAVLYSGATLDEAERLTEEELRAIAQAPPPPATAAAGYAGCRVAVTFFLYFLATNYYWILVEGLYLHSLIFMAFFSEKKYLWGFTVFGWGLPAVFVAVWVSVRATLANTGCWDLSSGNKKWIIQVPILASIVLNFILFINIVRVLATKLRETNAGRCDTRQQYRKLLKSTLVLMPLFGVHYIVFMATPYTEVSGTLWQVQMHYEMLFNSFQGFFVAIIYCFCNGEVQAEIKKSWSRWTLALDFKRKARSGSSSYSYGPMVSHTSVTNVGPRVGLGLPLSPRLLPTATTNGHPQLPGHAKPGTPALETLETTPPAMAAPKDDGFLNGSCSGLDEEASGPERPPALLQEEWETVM
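HEK-293-derived GP2 cells expressing PTHR1 and a GloSensor cAMP reporter, 3,000/well, plated overnight, given luciferin plus IBMX (each 0.5 mM as added) for 1 h at 37 °C, then compound for 1 h at 37 °C. Luminescence was read after 15 min at room temperature.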
aSyn rescue = rescues yeast growth from alpha-synuclein toxicity. Potency, µM (highest dose often 46.1 µM), without a hit: top-dose growth rescue (activation), hits mostly activators. 370,000 tested, 0.14% active. Yeast expressing alpha-synuclein, growth rescue, BacTiter-Glo, 24 h; note: % of control where 0% means no effect; nearly all actives have a fitted effect of over 65% in size
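Readout is rescue of growth in alpha-synuclein-expressing yeast, so inhibitors of toxicity appear as activators. Growth after 24 hr at 30 deg C in galactose medium is quantified by luminescence.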
EPAC2 antagonist = EPAC2 (human) antagonism; 360,000 tested, 0.18% active; EPAC2 GEF exchange of Rap1B-BODIPY-GDP, fluorescence; Q8WZA2; Potency, µM (doses to about 114 µM), without a hit: at the highest dose activity, negative = inhibition, actives largely listed as inhibitors; note: % is set by controls: 0 for no effect and ±100 for the full control effect; nearly all actives have a fitted effect of over 45% in size; many of its hits are not listed in these tables
EPAC2 ag = agonists of human EPAC2 (RAPGEF4); 360,000 tested, 0.079% active; AID 720711; Potency, µM (top dose mostly 154 µM), inactives show at the top dose activation, hits mostly activators; EPAC2 activation, biochemical qHTS; response scale: 100% = 6.5 mM cAMP response; Q8WZA2; note: nearly all actives have a fitted effect of over 50% in size
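Fluorescence exchange assay: 100 nM EPAC2 with 250 nM RAP1B-BODIPY-GDP and 50 uM GDP; compounds tested as a concentration-titration series (qHTS). Loss of Rap1-bound BODIPY-GDP fluorescence read at 480/540 nm; data normalized to 6.5 mM cAMP.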
EPAC1 agonist = EPAC1 (human) agonism | O95398 | EPAC1 agonist qHTS, biochemical assay; response scale: 100% = response to 6.5 mM cAMP | Potency, µM (series often up to 154 µM), without a hit: at the highest dose activation, usual class: activators | 360,000 tested, 0.073% active; note: nearly all actives have a fitted effect of over 60% in size
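Multi-concentration qHTS readout: loss of Rap1B-bound BODIPY-GDP fluorescence driven by 100 nM EPAC1 with excess GDP (50 uM), monitored kinetically at room temperature; agonist response expressed relative to 6.5 mM cAMP.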
TDP43 rescue = TDP-43 toxicity inhibition in yeast. TDP-43 expressing yeast growth rescue, BacTiter-Glo, 24 h. Potency, µM (doses to about 46.1 µM), inactives show at the top dose growth rescue (activation), most hits filed as activators. 410,000 tested, 1.8% active. AID 652104; note: % of control where 0% means no effect; nearly all actives have a fitted effect of over 50% in size
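Luminescence from BacTiter-Glo reports growth of TDP-43-expressing yeast after 24 hr at 30 deg C with compound. Cells were raffinose-pregrown to mid-log, then seeded in galactose medium at OD600=0.02.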
EPAC1 antag = blocks human EPAC1 exchange factor; 360,000 tested, 0.14% active; Potency, µM (series often up to 115 µM), without a hit: at the highest dose activity change, negative = inhibition, usual class: inhibitors; EPAC1 GEF assay, Rap1b-BODIPY-GDP exchange fluorescence; O95398;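 note: plate controls were vehicle for no effect and positive control for full effect; nearly all actives have a fitted effect of over 50% in size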
FUS suppressor = FUS proteinopathy suppression in yeast; S. cerevisiae FUS-expressing, growth rescue, OD600, 24 h; Potency, µM (highest dose often 76.6 µM), without a hit: top-dose growth rescue (activation), hits mostly activators; 390,000 tested, 0.24% active; AID 1347120;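 note: plate controls were DMSO vehicle for no effect and reference control for full effect; nearly all actives have a fitted effect of over 55% in size; some results filed as inactive show a strong effect at the top dose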
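S. cerevisiae expressing FUS from galactose induction served as the toxicity model. Growth after 24hr at 30C, read as absorbance at 600 nm, indicates suppression of toxicity; compounds dosed at several concentrations.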
Numbers without * were called inactive; i = inactive; ? = inconclusive; . = not tested or not shown; [ ] = remark or other dose. Calls come from the whole dose curve; as a rule, active = well fitted curve in the direction sought with a large enough effect; inconclusive = small, poorly fitted or top-dose-only effect, or another doubt; inactive = no such curve, though single readings can be large; an effect the other way counts as inactive or inconclusive. Potency is the fitted concentration of half-maximal effect.

The first 4 entries, ahead of the listing:
SMILES | PTHR1 agonist | aSyn rescue | EPAC2 antagonist | EPAC2 ag | EPAC1 agonist | TDP43 rescue | EPAC1 antag | FUS suppressor
CSCCC(NC(=O)OC(C)(C)C)C(=O)Oc1ccc2c(=O)c(-c3ccc4c(c3)OCCO4)coc2c1 (configuration not stated) | -37.5%[inhibitor] | 4.1% | -5.6% | 0.5% | 3.2% | 6.0% | -5.9% | ?
C=CCn1c(C)cc(C(=O)COC(=O)/C=C/c2c(C)nn(C3CCS(=O)(=O)C3)c2Cl)c1C (configuration not stated) | -87.7%[inhibitor] | -3.5% | -6.1% | 8.0% | 7.6% | -15.1% | -19.6% | 61.1%
CN(C)c1nc(NCc2ccccc2)nc(N/N=C/c2ccc(Br)cc2)n1 | i | -3.4% | 5.0% | 5.0% | 6.7% | 2.0% | -9.9% | -28.7%
Cc1cc(N(C)Cc2ccccc2)nc(-c2ccccc2)n1 | i | -2.6% | 2.3% | 13.1% | 14.2% | 2.3% | 3.2% | 17.5%

Main list, from the first entry:
SMILES | PTHR1 agonist | aSyn rescue | EPAC2 antagonist | EPAC2 ag | EPAC1 agonist | TDP43 rescue | EPAC1 antag | FUS suppressor
CSCCC(NC(=O)OC(C)(C)C)C(=O)Oc1ccc2c(=O)c(-c3ccc4c(c3)OCCO4)coc2c1 (configuration not stated) | -37.5%[inhibitor] | 4.1% | -5.6% | 0.5% | 3.2% | 6.0% | -5.9% | ?
C=CCn1c(C)cc(C(=O)COC(=O)/C=C/c2c(C)nn(C3CCS(=O)(=O)C3)c2Cl)c1C (configuration not stated) | -87.7%[inhibitor] | -3.5% | -6.1% | 8.0% | 7.6% | -15.1% | -19.6% | 61.1%
CN(C)c1nc(NCc2ccccc2)nc(N/N=C/c2ccc(Br)cc2)n1 | i | -3.4% | 5.0% | 5.0% | 6.7% | 2.0% | -9.9% | -28.7%
Cc1cc(N(C)Cc2ccccc2)nc(-c2ccccc2)n1 | i | -2.6% | 2.3% | 13.1% | 14.2% | 2.3% | 3.2% | 17.5%
Cc1cc(NC(=O)COC(=O)C2CCN(S(=O)(=O)c3ccccc3)CC2)c([N+](=O)[O-])cc1C | -0.3% | 12.3% | -4.9% | 7.4% | -1.9% | -12.2% | 1.6% | 27.1%
O=C(NCCNC(=O)c1ccccn1)c1ccccc1 | i | -3.5% | -8.6% | 16.1% | 3.2% | -13.5% | -4.4% | 5.7%
CCC(C)(c1nnnn1-c1c(C)cccc1C)N(N=O)c1cccc(C(F)(F)F)c1 (configuration not stated) | i | -1.1% | -16.7% | 1.3% | -6.4% | -21.2% | ? | .
CCOC(=O)N1CCN(C(=O)CN2C(=O)COc3ccc(C)cc32)CC1 | -17.3%[57.5 µM] | -1.0% | 2.7% | 9.1% | 4.2% | -11.8% | 4.7% | 6.8%
CCOC(=O)C(CC)Sc1ncnc2sc3c(c12)CCCC3 (configuration not stated) | -24.8% | 19.2% | . | . | . | 9.0% | . | 0.8%
CCn1c(C(=O)N2CCC(C(=O)NCc3ccc4c(c3)OCO4)CC2)cc2sccc21 | -23.1% | 6.5% | -9.5% | 3.7% | 2.0% | 8.9% | -14.6% | -6.3%
CC1(C(=O)NS(=O)(=O)c2cccc(F)c2)CCN1C(=O)Cc1ccc(-c2ccccc2)cc1 (configuration not stated) | -6.6% | 5.2% | -6.2% | -1.0% | -1.6% | ? | -4.8% | 24.6%
O=C(Nc1ccc(Cl)cn1)c1ccc([N+](=O)[O-])o1 | i | -14.7% | -1.0% | 5.2% | -0.9% | ? | -16.0% | -2.4%
CCOc1ncccc1C(=O)OCc1c(Cl)cccc1Cl | -9.6% | 4.9% | -3.4% | 9.1% | 10.4% | 18.9% | -15.3% | .
CCC(NCc1cccnc1)c1ccc(OC)c(OC)c1 (configuration not stated) | i | -3.9% | 8.0% | 3.6% | -9.2% | 16.2% | -11.1% | -8.9%
O=C(c1nnsc1S(=O)c1ccc(Cl)cc1)N1CCOCC1 (configuration not stated) | -42.0%[inhibitor] | -20.4% | -3.1% | 18.9% | 11.1% | ? | -11.3% | 12.6%
Cc1ccc(NC(=O)CSc2nnc([C@@H]3CCCN3C(=O)OC(C)(C)C)o2)c(C)c1 | -11.5%[57.5 µM] | -15.3% | -11.0% | 10.8% | -16.4% | -19.2% | 13.1% | 5.4%
CC(=O)/C(C#N)=C1\NC(=O)C(Cc2cc(Cl)ccc2Cl)S1 (configuration not stated) | -44.8%[inhibitor] | -72.6%[inhibitor] | ? | 6.1% | -0.3% | 2.9% | -7.0% | 20.8%
CCCOc1ccc2c(c1)C(=NN=C(N)N)c1cc(OCCC)ccc1-2 | i | -40.9%[inhibitor] | -25.9% | 15.7% | 18.2% | -0.1% | -17.8% | ?
COc1ccccc1-c1nc2ccccc2c(=O)n1NC(=O)c1cccs1 | i | 0.3% | -0.5% | 2.8% | -1.3% | 0.0% | -20.2% | .
O=C(NCCCc1ccccc1)c1cncc(Br)c1 | -11.5% | 25.1% | -2.1% | 8.1% | 4.5% | ? | 5.7% | 15.0%
O=C(N[C@@H](Cc1c[nH]c2ccccc12)C(=O)NC1CC1)c1ccccc1Cl | i | -0.2% | -0.9% | -3.3% | 9.3% | 1.5% | -0.1% | .
COc1ccccc1N1C(=O)CC(N2CCN(c3ccc([N+](=O)[O-])cc3)CC2)C1=O (configuration not stated) | -37.1%[inhibitor] | -11.3% | -3.5% | 5.4% | 6.8% | 4.1% | -11.0% | 15.6%
COc1ccc(C(=O)O)cc1S(=O)(=O)Nc1cc(Cl)ccc1N1CCOCC1 | -4.8% | 2.9% | -2.9% | 4.0% | -0.5% | 0.5% | 3.0% | 15.6%
CC(C)CC(=O)Nc1ccc(Oc2ccc(NC(=O)CC(C)C)cc2)cc1 | -10.3%[57.5 µM] | -9.2% | 12.0% | -2.0% | -10.0% | 14.2% | 17.4% | 3.8%
CCc1ccc(N2CC(C)Cn3c2nc2c3c(=O)[nH]c(=O)n2C)cc1 (configuration not stated) | i | 3.9% | -2.3% | 8.2% | 9.5% | 5.1% | -15.2% | 0.0%
The list goes on.
SMILES | PTHR1 agonist | aSyn rescue | EPAC2 antagonist | EPAC2 ag | EPAC1 agonist | TDP43 rescue | EPAC1 antag | FUS suppressor
CN(CCC#N)C(=S)Nc1ccc(F)cc1 | i | -1.0% | 1.5% | 3.2% | 0.5% | 1.2% | 9.8% | -14.2%
CCc1cc(C(=O)OC)c(NC(=O)c2cc(Br)cs2)s1 | -2.5%[57.5 µM] | -1.5% | 9.9% | 0.5% | -0.8% | -6.9% | 10.1% | 15.8%
Cc1ccc(NC(=O)CSC2=NN3CCCC(=O)N=C3S2)c(C)c1 | i | 2.0% | -2.9% | -1.6% | -5.9% | 23.8% | -12.0% | -12.2%
Cc1cc(C)cc(N(CC(=O)N/N=C/c2ccncc2)S(=O)(=O)c2ccccc2)c1 | -3.0% | 0.3% | -11.6% | 1.4% | 2.2% | -2.7% | -20.8% | 0.7%
Cc1cc(C)c(C#N)c(Sc2nc(C)c([N+](=O)[O-])c(C)c2C#N)n1 | -72.4%[inhibitor] | -13.7% | -8.2% | 13.0% | -1.5% | 20µM* | -17.6% | -2.7%
O=C(Cn1nc(C(F)(F)F)c2c1CCCC2)NCc1ccco1 | i | 4.2% | 0.5% | 2.6% | -4.0% | 0.0% | 4.5% | -17.3%
Cc1nc(SCC(=O)c2cccs2)c2oc3ccccc3c2n1 | -10.8%[57.5 µM] | -9.7% | 9.0% | 7.0% | 6.7% | ? | 6.8% | 6.8%
S=C(NCC1CCCO1)NC1CCCC1 (configuration not stated) | -18.5% | 5.2% | -6.7% | 9.0% | 4.4% | -21.7% | -7.3% | -1.2%
O=C(NCCCN1CCCC1=O)Nc1ccccc1Cl | i | -8.1% | 0.1% | 9.1% | 10.9% | 0.3% | -9.5% | 11.5%
CCC(C)(C)NC(=O)C1CCN(c2nc(OC)nc(OC)n2)CC1 | i | -0.4% | 2.0% | 3.3% | 12.3% | 12.9% | 3.6% | -18.7%
CCCN(CCC)S(=O)(=O)c1cc(CN2C(=O)c3cccnc3C2=O)ccc1OC | i | -9.4% | 1.2% | 1.7% | -12.1% | -2.7% | 3.2% | 3.8%
NC1=C([N+](=O)[O-])C(c2ccc3c(c2)OCO3)C2=C(CCCC2=O)O1 (configuration not stated) | -25.8% | 1.7% | 8.1% | -5.7% | -11.9% | -3.0% | 14.4% | 0.7%
FC(F)(F)c1nc2nncn2c2c1CCCCC2 | -3.0%[57.5 µM] | -7.9% | -3.5% | 4.2% | -13.1% | 1.3% | 3.1% | 13.7%
COC(=O)c1cc2c(cc1N)OCCO2 | i | -3.8% | -9.2% | 12.8% | 5.8% | 0.5% | 16.5% | 10.6%
CCOc1cc(N2CCOCC2)c(OCC)cc1NC(=O)c1cc(C)nc2ccccc12 | -1.8% | 11.6% | -5.7% | -7.4% | -0.3% | -0.4% | -26.7% | 10.1%
COc1ccc(OC)c(Cc2nnc(CCC(=O)NC3CCCCCCC3)o2)c1 | i | 2.7% | 3.4% | 4.2% | 4.1% | -2.9%[0.397 µM] | 4.7% | 30.3%
CC(=O)Nc1ccc(NC(=O)C/C(C)=N/NC(=O)C(=O)Nc2ccc(C)c(Cl)c2)cc1 | -24.9% | 0.1% | -0.3% | 0.7% | -1.0% | 6.5% | -14.6% | 26.2%
O=C(O)c1ccc(S(=O)(=O)c2ccc3c(c2)C(=O)N(c2ccc(O)cc2)C3=O)cc1 | i | -1.6% | -3.2% | -3.6% | -7.8% | -0.8% | -18.1% | -15.2%
Cc1ccc(S(=O)(=O)N2CCCC(c3nnc4n3-c3ccccc3SC4)C2)cc1 (configuration not stated) | -4.6%[57.5 µM] | 18.9% | 1.7% | 9.8% | 6.0% | 26.5% | -8.9% | 18.3%
CCNC(=O)/C(C#N)=C/c1c(N(Cc2ccccc2)Cc2ccccc2)nc2ccccn2c1=O | ? | -1.5% | 0.8% | 19.2% | -1.9% | -14.0% | ? | .
O=C(Nc1ccc(-c2cn3ccsc3n2)cc1)C1COc2ccccc2O1 (configuration not stated) | -8.5% | 2.0% | -1.9% | 13.6% | 16.9% | -8.4% | -25.9% | 2.1%
Cc1ccc(S(=O)(=O)NCC(=O)OCC(=O)c2ccc(S(=O)(=O)N3CCCCC3)cc2)cc1C | i | 1.2% | -9.2% | 0.0% | -0.1% | 3.5% | 3.9% | ?
COc1ccc(N(Cc2cc3ccccc3[nH]c2=O)S(=O)(=O)c2ccccc2)cc1 | -7.5% | 0.9% | 3.8% | 2.5% | -11.8% | -7.4% | 10.4% | 9.6%

Screening data as filed in PubChem.

Only part of the results is shown. The share of hits here may be higher or lower than overall.
